ERG-DNA inh: inhibitors of human ERG Ets domain-DNA interaction; fluorescence polarization, His-ERG Ets domain / labelled DNA; Potency, µM (doses to about 76.9 µM), without a hit: at the highest dose FP activity, negative = inhibition, most hits filed as inhibitors; 370,000 compounds, 0.028% hits; active means well fitted inhibition curve with a large enough effect in the polarisation, with a control signal flat; inconclusive means small, poorly fitted or top-dose-only effect, or effect the other way, or a change in a side signal; inactive means no such curve, though single readings can be large or run the other way; the % refers to the polarisation;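 further: polarization taken with two DNA probes labelled with fluorescein and Texas red; potency means the concentration at half of the fitted maximal effect; % of control where 0% means no effect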
Target sequence (P11308 whole entry, looked up, the tested form may be a part): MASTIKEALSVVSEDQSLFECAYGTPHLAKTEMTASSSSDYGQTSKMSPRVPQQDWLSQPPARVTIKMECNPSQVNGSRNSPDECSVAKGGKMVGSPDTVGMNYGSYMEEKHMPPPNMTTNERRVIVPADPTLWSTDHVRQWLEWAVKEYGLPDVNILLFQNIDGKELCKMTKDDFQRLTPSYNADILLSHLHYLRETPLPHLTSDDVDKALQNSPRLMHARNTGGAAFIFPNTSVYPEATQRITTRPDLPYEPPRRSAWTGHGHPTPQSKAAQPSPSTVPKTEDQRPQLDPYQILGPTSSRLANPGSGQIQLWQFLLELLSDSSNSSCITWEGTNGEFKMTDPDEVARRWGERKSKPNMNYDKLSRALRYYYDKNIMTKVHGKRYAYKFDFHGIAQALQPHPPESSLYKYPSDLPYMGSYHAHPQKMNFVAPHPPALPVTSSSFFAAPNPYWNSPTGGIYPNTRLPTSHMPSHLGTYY
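His-tagged ERG Ets domain (1 uM in the protein solution; 300mM KCl, 50mM Tris-HCl, 1mM EDTA, 1mM DTT, pH 7.5) received compound, then a probe mix of 5 nM fluorescein-DNA and 100nM Texas-615-DNA. Fluorescence polarization was read for both dyes.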
BAZ2B inh: BAZ2B (human) inhibition; AlphaScreen BAZ2B-H3K14Ac peptide displacement; Potency, µM (series often up to 114 µM), for the others: at the highest dose activity change, negative = inhibition, most hits filed as inhibitors; 360,000 compounds, 4.4% hits; AID 504333; further: potency means the concentration at half of the fitted maximal effect; on the % scale 0 is the no-effect control and ±100 the full control effect; nearly all actives have a fitted effect of over 60% in size
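In this displacement format the biotinylated H3(5-23) peptide acetylated at Lys14 serves as ligand at 50 nM, with BAZ2B at 50 nM in PBS pH 7.4 containing 0.01% Tween-20. Donor and acceptor beads are 10 ug/mL final.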
G9a block: inhibitors of human histone lysine methyltransferase G9a; Q96KQ7; G9a H3K9 monomethylation, AlphaScreen, 2 h; Potency, µM (highest dose often 102 µM), without a hit: top-dose activity, negative = inhibition, most hits filed as inhibitors; 350,000 compounds, 8.8% hits; further: potency means the concentration at half of the fitted maximal effect; on the % scale 0 is the no-effect control and ±100 the full control effect; nearly all actives have a fitted effect of over 75% in size
Target sequence (Q96KQ7 913-1193 limits assumed): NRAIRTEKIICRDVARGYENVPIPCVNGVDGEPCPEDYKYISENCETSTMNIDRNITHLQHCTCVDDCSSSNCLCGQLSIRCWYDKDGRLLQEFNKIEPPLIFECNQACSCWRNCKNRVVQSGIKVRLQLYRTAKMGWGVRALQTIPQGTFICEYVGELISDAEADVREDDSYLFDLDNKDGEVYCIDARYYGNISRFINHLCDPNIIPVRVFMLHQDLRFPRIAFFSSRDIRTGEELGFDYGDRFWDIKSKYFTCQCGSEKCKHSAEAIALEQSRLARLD
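Chemiluminescent proximity detection of H3K9 monomethylation, read after 10 min bead incubation in the dark. Reaction: 20 nM G9a, 500 nM biotin-H3K9 peptide, 20 uM SAM cofactor, 2 h, room temperature, following 15 min enzyme-compound preincubation.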
Pin1 inhibitor: blocks the human prolyl isomerase Pin1; 390,000 compounds, 0.009% hits; Potency, µM (highest dose often 115 µM), for the others: at the top dose activity, negative = inhibition, most hits filed as inhibitors; Q13526; Pin1 FP peptide displacement, HiFluor488, 10 min; active means well fitted inhibition curve with a large enough effect in the polarisation, with a control signal flat, not every such curve was filed as active; inconclusive means small, poorly fitted or top-dose-only effect, or effect the other way, or a change in a side signal; inactive means no such curve, though single readings can be large or run the other way; the % refers to the polarisation; further: potency means the concentration at half of the fitted maximal effect; on the % scale 0 is the no-effect control and ±100 the full control effect
Tb PGK inh: inhibitors of T. brucei phosphoglycerate kinase; P07378; Potency, µM (titrated, usually from 57.5 µM), for inactives: at the highest dose activity change, negative = inhibition, actives largely listed as inhibitors; AID 602233; PGK/GAPDH coupled, Kinase-Glo luminescence, 60 min; 380,000 compounds, 0.043% hits; further: potency means the concentration at half of the fitted maximal effect; on the % scale 0 is the no-effect control and ±100 the full control effect; nearly all actives have a fitted effect of over 60% in size
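Recombinant glycosomal PGK reaction used 1,3-bisphosphoglycerate generated in-well by GAPDH (100nM final) in 100mM TEA pH 7.6, 5mM MgCl2, 0.01% Tween-20. After 60 minutes at room temperature, ATP was read by Kinase-Glo Plus luminescence end-point.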
HP1b binding inh: blocks HP1-beta chromodomain binding to methylated histone tails; AID 540317; AlphaScreen HP1-beta / biotin-H3K9me3 peptide binding; P83916; Potency, µM (highest dose often 114 µM), without a hit: at the top dose activity change, negative = inhibition, usual class: inhibitors; 390,000 compounds, 0.56% hits; further: potency means the concentration at half of the fitted maximal effect; nearly all actives have a fitted effect of over 70% in size; inactives centre near 23
Target sequence (P83916 whole entry, looked up): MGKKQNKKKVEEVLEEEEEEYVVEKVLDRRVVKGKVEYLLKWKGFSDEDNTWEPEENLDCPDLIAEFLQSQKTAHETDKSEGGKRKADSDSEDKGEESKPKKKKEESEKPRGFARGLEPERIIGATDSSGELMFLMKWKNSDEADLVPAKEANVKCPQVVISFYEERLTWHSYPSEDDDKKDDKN
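AlphaScreen: HP1-beta (50 nM) preformed 30 min with biotin-H3(1-18)K9me3 peptide (50 nM) in PBS pH 7.4, 0.01% Tween-20. Compound added for 30 min at RT, then streptavidin donor/nickel chelate acceptor beads (10 ug/mL) for 30 min.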
JMJD2A Tudor inh: inhibitors of human JMJD2A Tudor domain. O75164. AlphaScreen JMJD2A-Tudor / H3K4me3 peptide binding. Potency, µM (titrated, usually from 114 µM), for inactives: at the top dose activity change, negative = inhibition, usual class: inhibitors. 390,000 compounds, 4.4% hits. AID 504339; further: potency means the concentration at half of the fitted maximal effect; on the % scale 0 is the no-effect control and ±100 the full control effect; nearly all actives have a fitted effect of over 50% in size
PI4K2A block: PI4K2A (human) kinase inhibition; 420,000 compounds, 0.13% hits; purified PI4K2A, ADP-Glo luminescence, 1 h; active compounds read low; activity change, negative = inhibition, % at 76.9 µM; AID 1346378; Q9BTU6; in the data active means activity change below about -50%; inconclusive means mostly about -30% to -49%;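 further: -100% = wells without enzyme as full effect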
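ADP-Glo luminescence measured ADP generated by PI4K2A enzyme (4 ug/mL before mixing) with 1.2 mM PI substrate (pre-mix) and 300 microM ATP (pre-mix). Tris pH7.5 buffer with MgCl2, Triton X-100; 1 h reaction at ambient temperature.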
GLS inh: glutaminase GLS (human) inhibition; Potency, µM (series often up to 45.5 µM), inactives show at the top dose activity change, negative = inhibition, most hits filed as inhibitors; 410,000 compounds, 0.21% hits; GLS enzymatic activity, qHTS titration; AID 624170; further: potency means the concentration at half of the fitted maximal effect; on the % scale 0 is the no-effect control and ±100 the full control effect
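Compounds were pin-transferred onto hKGA, after which L-glutamine (1 mM solution) and a detection mix of glutamate oxidase, HRP and Amplex Red were added. Initial and 30 min RT fluorescence reads were collected.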
Starred values were filed as active, the others as inactive; i = inactive; ? = inconclusive; . = no result given; & = joins results of further samples; [ ] = dose if it differs, or a comment. Unless noted, the call rests on the fitted dose curve; in most records, active means well fitted curve in the direction sought with a large enough effect; inconclusive means small, poorly fitted or top-dose-only effect, or another doubt; inactive means no such curve, though single readings can be large; an effect the other way counts as inactive or inconclusive.

ERG-DNA inh	BAZ2B inh	G9a block	Pin1 inhibitor	Tb PGK inh	SMILES	HP1b binding inh	JMJD2A Tudor inh	PI4K2A block	GLS inh
-5%	0%	-4%[12.7 µM]	-6%	-6%	ClC(Br)=C(n1cnc2ccccc21)n1cnc2ccccc21	30%	-12%	1	-3%
-1%	7%	-1%[2.33 µM]	2%	14%	COc1ccc(C2CC(C(F)(F)F)n3ncc(C(=O)NCC4CCCO4)c3N2)cc1OC (centres undefined)	16%	-6%	3	-10%
-10%	41%[activator]	66%[activator][59 µM]	15%	-5%	CCOC(=O)N1CCN(C(=O)CC(=O)Nc2ccc3nc4n(c(=O)c3c2)CCCCC4)CC1	12%	12%	-2	1%
2%	16%	18%[59 µM]	?	i	CSc1nc(Nc2ccc(F)cc2)cc(-c2ccccc2)n1	126%[activator]	43%[activator]	1	2%
-5%	.	?	-11%	8%	COc1ccccc1NC(=O)/C=C\C(=O)O	30%	-30%	3	-8%
-5%	12%	16%	-3%	-6%	Cc1cc(C)c(S(=O)(=O)NC2CC2)c(C)c1	58%[activator]	-1%	7	-3%
-4%	-4%	?	3%	1%	CCOC(=O)N1CCC(N2C(=O)c3ccccc3C2Nc2ccccc2C)CC1 (centres undefined)	31%	-5%	-7	19%
-2%	-35%	-30%	18%	7%	Cc1cc(C(=O)COC(=O)c2ccc(O)cc2)c(C)n1CCc1ccc(F)cc1	-9%	-25%	0	32%[activator]

Further compounds follow.
ERG-DNA inh	BAZ2B inh	G9a block	Pin1 inhibitor	Tb PGK inh	SMILES	HP1b binding inh	JMJD2A Tudor inh	PI4K2A block	GLS inh
20%	-9%	16%[59 µM]	0%	-10%	c1csc(-c2nnc(NC3CCCCC3)c3ccccc23)c1	21%	-20%	-2	-12%
4%	2%	38%[59 µM]	-3%	-5%	CC(=O)Nc1ccc(NC(=O)CSc2nnc(C)c(=O)n2N)cc1	-13%[57 µM]	?	-2	0%
-3%	7%	?	-2%	4%	CC(=O)Nc1ccc(C(=O)NNC(=O)c2ccccc2-n2cccc2)cc1	19%	-17%	3	16%
15%	-20%[57.1 µM]	-4%	-7%	-12%	CC1Sc2ccc(S(=O)(=O)CCC(=O)N3CCN(c4ccccc4)CC3)cc2NC1=O (centres undefined)	20%	-31%	-20	13%
3%	.	.	3%	-4%	CCOC(=O)c1cc(NC(=O)c2cccnc2)ccn1	?	-30%	-4	2%
2%	-2%	2%[59 µM]	18%	8%	Cc1cc(NC(=O)Cn2c(=O)oc3cc(S(=O)(=O)N4CCCC4)ccc32)ccc1Br	38%	-4%	-8	11%
-1%	-1%	-4%[12.7 µM]	15%	-4%	O=S(=O)(Cc1ccccc1)N1CCc2ccccc2C1	18%	-21%	4	2%
6%	-36%	?	23%	-2%	COc1cc(N2CCCC2)c(OC)cc1C=O	43%[activator]	-36%	5	0%

(continued)
ERG-DNA inh	BAZ2B inh	G9a block	Pin1 inhibitor	Tb PGK inh	SMILES	HP1b binding inh	JMJD2A Tudor inh	PI4K2A block	GLS inh
0%	-3%	-16%[59 µM]	5%	-2%	COc1cc(C(=O)Nc2cc3c(cc2C)n(C)c(=O)c(=O)n3C)cc(OC)c1OC	28%	-13%	4	-3%
-6%	5%	13%	11%	-6%	Cc1onc(-c2ccccc2Cl)c1C(=O)N1CCN(c2ncccn2)CC1	19%	13%	8	3%
3%	-13%	0%	-9%	-5%	COc1cccc(NC(=O)N2CCCC2C(=O)Nc2ccc3c(c2)OCCO3)c1 (centres undefined)	26%	-10%	0	6%
1%	-2%	?	?	-4%	Nc1c(C(=O)Nc2ccc(C(F)(F)F)cc2)sc2nc(-c3cccs3)ccc12	12%	-17%	-6	-7%
-1%	0%	41%	3%	-3%	COc1ccc(C(=O)OCC(=O)Nc2c(C)cccc2C)c(OC)c1OC	17%	-1%	6	0%
-1%	-38%	10µM*	45%[activator]	10%	O=C(NCc1ccc(Cl)cc1)c1ccc(NC(=O)N2CC3CCCN3c3ccccc32)cc1 (centres undefined)	3%	-23%	-1	30%[activator]
4%	3%	20%[59 µM]	6%	6%	CCC(C)n1c(SCC(=O)Nc2cc(C)on2)nc2ccccc2c1=O (centres undefined)	66%[activator]	3%	5	8%
1%	-6%	?	0%	-4%	O=C(CCSc1ccc(Br)cc1)Nc1cccnc1	47%[activator]	-8%	1	5%

8 entries out of the list, sorted by heavy-atom count, low to high.
ERG-DNA inh	BAZ2B inh	G9a block	Pin1 inhibitor	Tb PGK inh	SMILES	HP1b binding inh	JMJD2A Tudor inh	PI4K2A block	GLS inh
6%	-36%	?	23%	-2%	COc1cc(N2CCCC2)c(OC)cc1C=O	43%[activator]	-36%	5	0%
1%	-6%	?	0%	-4%	O=C(CCSc1ccc(Br)cc1)Nc1cccnc1	47%[activator]	-8%	1	5%
-1%	-1%	-4%[12.7 µM]	15%	-4%	O=S(=O)(Cc1ccccc1)N1CCc2ccccc2C1	18%	-21%	4	2%
-1%	0%	41%	3%	-3%	COc1ccc(C(=O)OCC(=O)Nc2c(C)cccc2C)c(OC)c1OC	17%	-1%	6	0%
1%	-2%	?	?	-4%	Nc1c(C(=O)Nc2ccc(C(F)(F)F)cc2)sc2nc(-c3cccs3)ccc12	12%	-17%	-6	-7%
3%	-13%	0%	-9%	-5%	COc1cccc(NC(=O)N2CCCC2C(=O)Nc2ccc3c(c2)OCCO3)c1 (centres undefined)	26%	-10%	0	6%
2%	-2%	2%[59 µM]	18%	8%	Cc1cc(NC(=O)Cn2c(=O)oc3cc(S(=O)(=O)N4CCCC4)ccc32)ccc1Br	38%	-4%	-8	11%
-1%	-38%	10µM*	45%[activator]	10%	O=C(NCc1ccc(Cl)cc1)c1ccc(NC(=O)N2CC3CCCN3c3ccccc32)cc1 (centres undefined)	3%	-23%	-1	30%[activator]

The list goes on.
ERG-DNA inh	BAZ2B inh	G9a block	Pin1 inhibitor	Tb PGK inh	SMILES	HP1b binding inh	JMJD2A Tudor inh	PI4K2A block	GLS inh
-7%&-1%	-15%	4%	4%&-1%	1%&-10%	Cc1ccc(F)cc1NC(=O)CCc1c(C)nn(-c2ccc(N3CCCCC3)nn2)c1C	61%&-10%[activator]	-26%&-32%	5&-8	-13%&-9%
2%	-9%	-1%	5%	1%	O=C(NCC1CCCO1)c1ccc(NC(=O)c2cc(F)c(F)cc2Cl)cc1 (centres undefined)	37%	-7%	5	0%
-3%	-21%	-24%	-8%	-3%	Cc1ccccc1C1NC(=S)NC2=C1C(=O)CCC2 (centres undefined)	49%[activator]	-6%	1	-17%
5%	-31%	14%[12.7 µM]	-2%	-8%	COc1cc2c(cc1OC)CN(CC(=O)Nc1ccc(C#N)cc1)CC2	38%	3%	-1	2%
0%	-16%	9%[12.7 µM]	3%	1%	Cc1ccc(-c2noc(CN(C(=O)CCCCCN3C(=O)c4ccccc4C3=O)C(C)C)n2)cc1	29%	-11%	-6	4%
-2%	-49%	.	-2%	-11%	Cc1c(C(=O)N/N=C/c2ccoc2)cccc1[N+](=O)[O-]	7%	-2%	0	-8%
9%	14%	21%	19%	i	COC(=O)c1ccsc1NC(=O)C1COc2ccccc2O1 (centres undefined)	115%[activator]	31%	3	-2%
-2%	-12%	?	42%[activator]	-2%	CCC(c1nnnn1Cc1ccco1)N(CCc1ccccc1)Cc1cc2cccc(C)c2[nH]c1=O (centres undefined)	22%	-15%	-4	-11%

More records
ERG-DNA inh	BAZ2B inh	G9a block	Pin1 inhibitor	Tb PGK inh	SMILES	HP1b binding inh	JMJD2A Tudor inh	PI4K2A block	GLS inh
-5%	-37%	79µM*	10%	i	O=C1[C@@H]2C(Cc3ccc(O)cc3)NC3(C(=O)Nc4ccc(F)cc43)[C@@H]2C(=O)N1c1ccccc1 (some centres undefined)	-17%	79µM*	-7	0%
3%	-2%	?	-8%	2%	CC(C)(C)c1ccc(C(=O)NCC(=O)OCC(=O)N2CCCC2)cc1	38%	-4%	-1	5%
1%	-1%	5%[59 µM]	1%	.	COc1ccccc1NC(=O)CN1C(=O)C(c2ccc(F)cc2)=NC12CCCCC2	62%[activator]	3%	3	-5%
-6%	?	-19%	-14%	-6%	Cc1ccc(S(=O)(=O)N2CCN(C(=O)c3ccc4nc[nH]c4c3)CC2)cc1	18%	-14%	-2	1%
0%	20%	33%[59 µM]	3%	-2%	Cc1ccc(Cn2cc(SCC(=O)Nc3nccs3)c3ccccc32)cc1	20%	-22%	-6	3%
-1%	56µM*	?	-9%	0%	COc1ccc(CN(CC2CCCO2)C(=O)c2cc3sccc3n2C)c(OC)c1 (centres undefined)	-22%	?	3	3%
15%	-10%	14%[59 µM]	2%	-9%	Cc1cc(C)nc(N/N=C/c2ccccc2OCc2cccc(Br)c2)n1	-2%	-36%	6	0%
-2%	-7%	0%[0.501 µM]	1%	0%	COc1cc(OC)cc(-c2oc(=O)c3cc(OC)c(OC)cc3c2C#CCCCO)c1	25%	-15%	-2	15%
-1%	-11%	-1%	-5%	8%	COc1ccccc1CNC(=O)C1CCC(CNS(=O)(=O)c2ccc(F)cc2)CC1 (centres undefined)	26%	2%	6	6%

Assay outcomes: PubChem, National Center for Advancing Translational Sciences (NCATS)
